Source: PubChem BioAssay (NCI)
NCI-60 one-dose screen, 48 h, at 10 µM unless noted. Numbers give growth in % (100 = growth as untreated, 0 = no growth, -100 = all killed).
UACC-257 = UACC-257 melanoma; 78,000 compounds, 4.4% hits
T-47D = T-47D breast cancer. 79,000 compounds, 5% hits. AID 1794792
MALME-3M = MALME-3M melanoma; 78,000 compounds, 5.8% hits
UACC-62 = UACC-62 melanoma. 81,000 compounds, 5.4% hits
BT-549 = BT-549 breast cancer. 78,000 compounds, 4.4% hits. AID 1794793
HS 578T = HS 578T breast cancer | 78,000 compounds, 4.1% hits | AID 1794788
MCF7 = MCF7 breast cancer. 82,000 compounds, 6.3% hits. AID 1794796
LOX IMVI = LOX IMVI melanoma; 79,000 compounds, 7.4% hits
The depositor's hits bear a star; . = not tested or not shown. How the source made its calls: active means growth percent below 10; inactive means the rest.

The opening 2 entries (preview)
SMILES	UACC-257	T-47D	MALME-3M	UACC-62	BT-549	HS 578T	MCF7	LOX IMVI
Cc1nn(-c2ccccc2)c2c1[C@@H](C)[C@H]1CC3(CC4(C)C[C@@H]3C1(C)c1c(C)nn(-c3ccccc3)c1N4C)N2C (stereo partly specified)	43	33	77	42	56	83	34	42
COc1ccc(C(C#N)c2ccc(OC)cc2)cc1	102	.	95	88	97	105	96	90

The listing, previewed entries included:
SMILES	UACC-257	T-47D	MALME-3M	UACC-62	BT-549	HS 578T	MCF7	LOX IMVI
Cc1nn(-c2ccccc2)c2c1[C@@H](C)[C@H]1CC3(CC4(C)C[C@@H]3C1(C)c1c(C)nn(-c3ccccc3)c1N4C)N2C (stereo partly specified)	43	33	77	42	56	83	34	42
COc1ccc(C(C#N)c2ccc(OC)cc2)cc1	102	.	95	88	97	105	96	90
CCOC(=O)Nc1cc(OC)cc2ccc(C)nc12	106	94	117	101	100	102	91	96
COc1cc(OC)c2sc(-c3ccc(-n4cncc4-c4ccc(OC)c(N)c4)cc3)nc2c1	94	77	82	86	75	94	67	90
CN(C)c1ccc2cc(-c3ccccc3F)c(=O)[nH]c2c1	98	75	105	109	105	98	94	97
N#Cc1nc(CC(=O)c2ccccn2)c(CC(=O)c2ccccn2)nc1C#N	91	.	85	85	102	82	78	94
C=C1CCC2C3(C)COC(c4ccc(NC(C)=O)cc4)OC3CCC2(C)C1C/C=C1/C(=O)OCC1O (stereo unspecified)	30	29	67	81	60	54	43	55
CCCCCOC(=O)c1cccc(NC(=O)CNCC)c1	99	95	106	103	91	104	98	100
COC(=O)c1ccco1	95	82	95	107	99	119	99	100
Cc1ccc(Sc2ccc3[nH]c(=O)[nH]c(=O)c3c2)cc1	101	93	118	97	90	100	96	100
CCn1c(C)nc([N+](=O)[O-])c1Sc1nc(N)nc2nc[nH]c12	40	45	53	1.7*	48	50	15	7.5*
C/C=C/C=C1\C[C@H]2CO[C@H](O2)C1=O	91	98	102	90	127	107	67	49
CO[C@H](C(=O)NC1C(O)OC(CO)C(O)C1O)[C@@H]1Cc2cc3cc(OC4CC(OC5CC(O)C(O)C(C)O5)C(O)C(C)O4)c(C)c(O)c3c(O)c2C(=O)[C@H]1OC1CC(OC2CC(OC3CC(C)(O)C(O)C(C)O3)C(O)C(C)O2)C(O)C(C)O1 (stereo partly specified)	109	96	106	92	95	74	87	92
CCOC(=O)C(CC)n1c(=O)c2cc(OC)c(OC)cc2c2cnc3[nH]ccc3c21 (stereo unspecified)	98	26	99	63	48	42	50	45
O=C(Nc1ccc(Cl)c(Cl)c1)Oc1ccccc1Cl	104	88	93	77	109	99	87	.
COc1ccc(C2OCC3(C)C(CCC4(C)C5CC(C6=CCOC6=O)OC5(C)CCC34)O2)cc1 (stereo unspecified)	104	67	105	80	102	105	88	92
COc1cc(CNc2oc(-c3ccccc3)c(-c3ccccc3)c2C#N)cc(CN2CCOCC2)c1O	112	95	105	93	108	100	81	94
COc1ccc(-c2c(N)n[nH]c2-c2cc3c(c(OC)c2OC)OCO3)cc1	99	106	98	83	101	83	101	95
S=c1[nH]c2c(-c3ccccc3)cccc2s1	98	96	101	90	105	109	92	100
CC(=O)N1N=C(c2ccc3c(c2)OCO3)CC1c1c(C)nn(-c2ccccc2)c1N(C)Cc1ccccc1 (stereo unspecified)	57	59	85	49	85	.	66	86

4 structures already listed, arranged by heavy-atom count, falling:
SMILES	UACC-257	T-47D	MALME-3M	UACC-62	BT-549	HS 578T	MCF7	LOX IMVI
COc1ccc(C2OCC3(C)C(CCC4(C)C5CC(C6=CCOC6=O)OC5(C)CCC34)O2)cc1 (stereo unspecified)	104	67	105	80	102	105	88	92
COc1cc(OC)c2sc(-c3ccc(-n4cncc4-c4ccc(OC)c(N)c4)cc3)nc2c1	94	77	82	86	75	94	67	90
CCCCCOC(=O)c1cccc(NC(=O)CNCC)c1	99	95	106	103	91	104	98	100
COc1ccc(C(C#N)c2ccc(OC)cc2)cc1	102	.	95	88	97	105	96	90

Going on with the list.
SMILES	UACC-257	T-47D	MALME-3M	UACC-62	BT-549	HS 578T	MCF7	LOX IMVI
NC1=NNC(c2ccccc2O)N1C(Cc1c[nH]c2ccccc12)C(=O)O (stereo unspecified)	103	75	92	92	103	93	98	85
O=c1c2ccccc2sc2c(N3CCCC3)nc3ccccc3c12	106	81	136	79	111	90	66	86
CCOC(=O)C1[C@@H]2C(=O)N(c3ccc(C)cc3)C(=O)[C@@H]2[C@H](c2cn(-c3ccccc3)nc2-c2ccccc2)N1Cc1ccccc1 (stereo partly specified)	85	92	127	79	105	111	86	86
Nc1ccc(-c2ccncc2)cc1NC(=O)N1CCCC1	60	82	70	92	104	94	87	112
O=C(O)COc1ccc(Cl)c(Cl)c1	104	96	124	104	120	123	108	98
CCOC(=O)C1([N+](=O)[O-])CC(c2ccccc2)ON(c2ccccc2)C1c1ccc(OC)cc1 (stereo unspecified)	.	68	89	76	101	105	80	96
COc1cc(-c2nc(-c3nnc(-c4ccc(C)cc4)o3)c3ccccn23)cc(OC)c1OC	101	66	.	80	73	69	80	73
COc1cccc(CNC(=O)C2CSC3(C)c4ccccc4C(=O)N23)c1 (stereo unspecified)	82	97	111	92	111	95	89	101
O=C1CC(N2C(=O)CSC2=S)C(=O)N1c1ccc(Cl)cc1 (stereo unspecified)	91	89	92	96	98	97	99	84
COc1cc(OC)c2sc(-c3ccc(-n4cncc4-c4cc(OC)c(OC)c(OC)c4)cc3)nc2c1	60	32	62	44	45	62	50	58
CS(=O)(=O)Nc1ccc(C(=O)N=Nc2c(O)[nH]c3ccccc23)cc1	99	110	106	98	114	108	96	104
O=C(/C=C(/C=C/c1coc2ccccc12)OB(F)F)/C=C/c1coc2ccccc12	92	88	95	89	99	91	83	85
c1ccc(CNCCN(CCNCc2ccccn2)Cc2ccc3ccccc3c2)nc1	32	-4.7*	25	-23*	30	41	3.4*	0.7*
COc1cc2ncnc(Nc3ccc(O[C@H]4CO[C@H]5[C@@H]4OC[C@@H]5OCc4ccccc4)c(Cl)c3)c2cc1OC	99	43	74	65	59	60	71	39
CCCCn1c(-c2ccc(C(=O)O/N=C(\N)c3ccc(OC)cc3)cc2)nc(-c2ccccc2)c1-c1ccccc1	44	-32*	-52*	29	12	-8.3*	-25*	-93*
COc1ccc(CCOc2cc3c(cc2OC)CCN(C(=O)NCc2cocn2)C3c2ccc(C)cc2C)cc1 (stereo unspecified)	38	49	52	24	-17*	-4.0*	14	1.9*
C=C(C)[C@@H]1CC[C@]2(C(=O)O)CC[C@]3(C)[C@H](CC[C@@H]4[C@@]5(C)C[C@@H](Cc6cn(CCOC7OC(CO)C(O)C(O)C7O)nn6)[C@H](O)C(C)(C)[C@@H]5CC[C@]43C)[C@@H]12 (stereo partly specified)	94	90	107	105	105	109	84	97
COc1cc2c3c(n(C4CCNCC4)c(=O)c2cc1OC)-c1cc2c(cc1C3=O)OCO2	.	-51*	-68*	-77*	-58*	-49*	-54*	-73*
CNC(=O)c1cc(Oc2cccc3nc(Nc4ccc(Oc5ccccc5)cc4)ccc23)ccn1	77	43	78	63	57	82	43	83

An excerpt from above with just BT-549 and LOX IMVI.
molecule	BT-549	LOX IMVI
COc1cc2ncnc(Nc3ccc(O[C@H]4CO[C@H]5[C@@H]4OC[C@@H]5OCc4ccccc4)c(Cl)c3)c2cc1OC	59	39
CCCCn1c(-c2ccc(C(=O)O/N=C(\N)c3ccc(OC)cc3)cc2)nc(-c2ccccc2)c1-c1ccccc1	12	-93*
COc1ccc(CCOc2cc3c(cc2OC)CCN(C(=O)NCc2cocn2)C3c2ccc(C)cc2C)cc1 (stereo unspecified)	-17*	1.9*
C=C(C)[C@@H]1CC[C@]2(C(=O)O)CC[C@]3(C)[C@H](CC[C@@H]4[C@@]5(C)C[C@@H](Cc6cn(CCOC7OC(CO)C(O)C(O)C7O)nn6)[C@H](O)C(C)(C)[C@@H]5CC[C@]43C)[C@@H]12 (stereo partly specified)	105	97
COc1cc2c3c(n(C4CCNCC4)c(=O)c2cc1OC)-c1cc2c(cc1C3=O)OCO2	-58*	-73*
CNC(=O)c1cc(Oc2cccc3nc(Nc4ccc(Oc5ccccc5)cc4)ccc23)ccn1	57	83
